TrxR1 inh: rat TrxR1 inhibition. O89049. recombinant rTrxR1, NADPH fluorescence consumption, selenite substrate. Potency, µM (series often up to 114 µM), for inactives: top-dose activity change, negative = inhibition, hits mostly inhibitors. 390,000 compounds, 1% hits; also: potency is read from the fitted curve at half-maximal effect; % is scaled to controls: 0 for no effect and ±100 for the full control effect; nearly all actives have a fitted effect of over 65% in size
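Rat TrxR1 (90 nM in the dispensed reagent) was pre-reduced with 400 uM NADPH for 5 min at room temperature, then incubated with compound for 15 min. After 400 uM selenite was added, NADPH fluorescence (Ex 340/Em 450 nm) was followed for 8 min.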
mIDH1 inhibitor: blocks human mutant IDH1 R132H enzyme; O75874; IDH1-R132H enzyme, NADPH consumption, diaphorase/resazurin fluorescence; Potency, µM (top dose mostly 76.6 µM), inactives show top-dose activity change, negative = inhibition, usual class: inhibitors; 390,000 compounds, 0.093% hits; AID 602179; also: potency is read from the fitted curve at half-maximal effect; % is scaled to controls: 0 for no effect and ±100 for the full control effect; nearly all actives have a fitted effect of over 65% in size
Target sequence (O75874 whole entry R132H, stated change not applied): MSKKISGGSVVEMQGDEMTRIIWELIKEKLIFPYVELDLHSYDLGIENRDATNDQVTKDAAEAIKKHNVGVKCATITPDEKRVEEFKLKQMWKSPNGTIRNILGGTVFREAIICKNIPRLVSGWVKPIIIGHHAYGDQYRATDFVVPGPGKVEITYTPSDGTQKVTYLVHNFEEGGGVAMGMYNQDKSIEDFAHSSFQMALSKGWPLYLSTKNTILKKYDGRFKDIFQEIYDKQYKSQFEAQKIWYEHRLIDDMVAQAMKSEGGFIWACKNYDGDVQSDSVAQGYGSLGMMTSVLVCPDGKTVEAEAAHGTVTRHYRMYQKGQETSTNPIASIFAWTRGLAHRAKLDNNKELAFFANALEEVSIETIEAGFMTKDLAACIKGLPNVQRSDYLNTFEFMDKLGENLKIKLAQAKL
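IDH1-R132H (0.5 ug/mL dispensed) in pH 7.5 Tris buffer was preincubated 30 min with compound, then given a substrate mix of 0.016 mM NADPH and 2 mM alpha-KG for 80 min at room temperature; remaining NADPH was read by diaphorase/resazurin fluorescence.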
PI4K2A block: blocks human PI4K2A kinase activity; purified PI4K2A, ADP-Glo luminescence, 1 h; hits give low values; activity change, negative = inhibition, % at 76.9 µM; Q9BTU6; 420,000 compounds, 0.13% hits; in the data active = activity change below about -50%; inconclusive = mostly about -30% to -49%;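 also: -100% = wells without enzyme as full effect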
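Compounds are screened against recombinant PI4K2A using PI as substrate and ATP, the latter dispensed at 300 microM. Reactions run one hour at ambient temperature before ADP-Glo detection; full inhibition defined by wells lacking enzyme.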
GLS inhibitor: blocks human kidney-isoform glutaminase activity; Potency, µM (top dose mostly 45.5 µM), for the others: top-dose activity change, negative = inhibition, usual class: inhibitors; AID 624170; 410,000 compounds, 0.21% hits; GLS enzymatic activity, qHTS titration; also: potency is read from the fitted curve at half-maximal effect; % is scaled to controls: 0 for no effect and ±100 for the full control effect
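hKGA; 45 mM KH2PO4 pH 8.2 + 0.02% Tween-20; cpd via pin tool; 1 mM Gln soln; GluOx/HRP/Amplex Red; RT 30 min; fluor. t0 & final.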
Pin1 inh: inhibitors of human Pin1 | Pin1 FP peptide displacement, HiFluor488, 10 min | Q13526 | Potency, µM (series often up to 115 µM), for inactives: top-dose activity, negative = inhibition, usual class: inhibitors | AID 504891 | 390,000 compounds, 0.009% hits; active = well fitted inhibition curve with a large enough effect in the polarisation, with a control signal flat, not every such curve was filed as active; inconclusive = small, poorly fitted or top-dose-only effect, or effect the other way, or a change in a side signal; inactive = no such curve, though single readings can be large or run the other way; the % refers to the polarisation; also: potency is read from the fitted curve at half-maximal effect; % is scaled to controls: 0 for no effect and ±100 for the full control effect
Target sequence (Q13526 whole entry, looked up): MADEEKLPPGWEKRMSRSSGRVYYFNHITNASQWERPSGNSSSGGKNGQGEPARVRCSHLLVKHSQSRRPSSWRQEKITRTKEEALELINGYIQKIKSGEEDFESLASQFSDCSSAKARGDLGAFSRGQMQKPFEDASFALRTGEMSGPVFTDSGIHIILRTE
HP1b binding inh: blocks HP1-beta chromodomain binding to methylated histone tails | P83916 | AlphaScreen HP1-beta / biotin-H3K9me3 peptide binding | Potency, µM (titrated, usually from 114 µM), inactives show at the highest dose activity change, negative = inhibition, usual class: inhibitors | 390,000 compounds, 0.56% hits | AID 540317; also: potency is read from the fitted curve at half-maximal effect; nearly all actives have a fitted effect of over 70% in size; inactives centre near 23
Target sequence (P83916 whole entry, looked up): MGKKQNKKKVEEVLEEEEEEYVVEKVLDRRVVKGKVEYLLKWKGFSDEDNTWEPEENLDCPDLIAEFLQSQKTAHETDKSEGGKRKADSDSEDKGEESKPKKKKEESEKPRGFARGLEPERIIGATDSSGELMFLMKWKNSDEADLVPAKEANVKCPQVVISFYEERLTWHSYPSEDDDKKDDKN
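AlphaScreen: HP1-beta (50 nM) preformed 30 min with biotin-H3(1-18)K9me3 peptide (50 nM) in PBS pH 7.4, 0.01% Tween-20. Compound added for 30 min at RT, then streptavidin donor/nickel chelate acceptor beads (10 ug/mL) for 30 min.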
USP1 inh: USP1/UAF1 (human) deubiquitinase inhibition | 390,000 compounds, 0.23% hits | O94782 | recombinant USP1/UAF1, Ub-Rhodamine cleavage fluorescence | Potency, µM (doses to about 57.1 µM), for the others: top-dose activity change, negative = inhibition, actives largely listed as inhibitors; also: potency is read from the fitted curve at half-maximal effect; % is scaled to controls: 0 for no effect and ±100 for the full control effect; nearly all actives have a fitted effect of over 60% in size; inactives centre near -12
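1 nM enzyme complex + cpd, 15 min RT; start with Ub-Rho 150nM final; kinetic fluorescence ex 480/em 540, 6 reads q60 s. Buffer 50mM HEPES pH 7.8, 0.5mM EDTA, 0.1 mg/ml BSA, 1mM TCEP, 0.01% Tween-20.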
TrxR1 substrate: is turned over as a substrate by rat TrxR1. O89049. purified TrxR1 substrate turnover, NADPH consumption readout. Potency, µM (top dose mostly 114 µM), inactives show top-dose activity change, negative = substrate turnover. 390,000 compounds, 0.01% hits. AID 588456; also: potency is read from the fitted curve at half-maximal effect; % is scaled to controls: 0 for no effect and ±100 for the full control effect; nearly all actives have a fitted effect of over 50% in size
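Rat TrxR1, dispensed at 90 nM, was prereduced with 400 uM NADPH (final) for 5 min at ~22 deg C, then incubated with compound 15 min before 400 uM selenite. A first-read NADPH fluorescence drop versus no-compound background flagged substrates.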
PGK inhibitor: T. brucei PGK inhibition | P07378 | PGK/GAPDH coupled, Kinase-Glo luminescence, 60 min | Potency, µM (titrated, usually from 57.5 µM), inactives show at the top dose activity change, negative = inhibition, hits mostly inhibitors | 380,000 compounds, 0.043% hits; also: potency is read from the fitted curve at half-maximal effect; % is scaled to controls: 0 for no effect and ±100 for the full control effect; nearly all actives have a fitted effect of over 60% in size
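Luminescent ATP detection (Kinase-Glo Plus) follows a 60-minute room-temperature incubation, with wells lacking PGK as controls. Buffer: 100 mM TEA (pH 7.6), 5 mM MgCl2, 0.01% Tween-20. Coupling enzyme GAPDH (100 nM final) supplies unstable 1,3-BPG in-well.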
Numbers without * were called inactive; i = inactive; u = inconclusive; x = no result given; & = joins results of further samples; [ ] = remark or other dose. Unless noted, calls follow the shape of the dose curve; as a rule, active = well fitted curve in the direction sought with a large enough effect; inconclusive = small, poorly fitted or top-dose-only effect, or another doubt; inactive = no such curve, though single readings can be large; an effect the other way counts as inactive or inconclusive. Some of the compounds tested, so the mix of outcomes need not match the whole.

SMILES	TrxR1 inh	mIDH1 inhibitor	PI4K2A block	GLS inhibitor	Pin1 inh	HP1b binding inh	USP1 inh	TrxR1 substrate	PGK inhibitor
O=C(Nc1ccccc1F)c1ccc(CN2CCN(c3ccccc3)CC2)cc1	22%	-3%	1	7%	4%	-2%	-21%	3%	-7%
COc1ccccc1CNC(=O)CS(=O)(=O)c1ccc(C)cc1	1%	1%	-1	-4%	-2%	22%	-5%	0%	0%
Oc1cccc(/C=N/Nc2nn3cnnc3c3ccccc23)c1	8%	7%	-4	-1%	-3%	60%[activator]	-19%	1%	-3%
O=C(CCn1c(=O)c2sccc2n(CC(=O)Nc2ccccc2)c1=O)NCc1ccccc1Cl	8%	x	-3	-5%	-3%	27%	u	3%	x
COC(=O)C1=CN(C(C)C)C=C(C(=O)OC)C1c1cc2c(cc1Br)OCO2	19%	1%	0	15%	2%	103%	-12%	70%[activator]	-2%
O=C(COC(=O)CC1CCCC1)Nc1ccc(Cl)cn1	11%	1%	6	-6%	-1%	36%	-11%	3%	4%
O=C1CCC/C(=N\NC(=O)NC2CCCCC2)C1	-11%	-2%	1	15%	-5%	40%[activator]	-19%	-5%	-4%
CCc1nnc(NC(=O)CSc2nnc(CSc3nc(C)cc(C)n3)o2)s1	-3%[57.1 µM]	5%	2	-1%	u	25%	-15%	5%[57.1 µM]	-4%
COc1ccc(C(=O)Nc2cc(C)c(O)c(-c3nc4ccccc4s3)c2)cc1OC	17%	-6%	1	-10%	0%	40%[activator]	-20%	-1%	2%
COc1ccc2nc(SCc3cccnc3)c(C#N)cc2c1	4%	3%	-7	3%	8%	19%	-12%	3%	4%
Cc1ccc(CNC(=O)CN(C)C2=NS(=O)(=O)c3ccccc32)cc1	-5%	-9%	2	3%	4%	u	-4%	-5%	8%
OC[C@H]1O[C@@H](Oc2ccc3cc(Br)ccc3c2)[C@H](O)[C@@H](O)[C@H]1O	13%	6%	2	-16%	0%	38%	-18%	0%	i
COc1ccc(C(CCN2CCCC(C)C2)c2c(OC)cc(OC)c3c(-c4ccccc4)cc(=O)oc23)cc1 (configuration not stated)	6%&13%	11%	2	-3%	9%&-4%	7%&15%	-38%	-4%	-6%
CCOc1cc(-c2conc2N)cc(OCC)c1OCC	u	7%	-9	2%	2%	29%	-13%	-7%	-9%
CCCCOc1ccc(C2/C(=C(/O)c3ccc4c(c3)CC(C)O4)C(=O)C(=O)N2CCCN2CCOCC2)cc1OC (configuration not stated)	-22%	1%	3	6%	-1%	11%	0%	-9%	0%
CC(C)[C@@H](C(=O)N1CCN(Cc2ccc3c(c2)OCO3)CC1)n1nnc2ccccc2c1=O	8%	-8%	-2	0%	1%	34%	-24%	0%	5%
O=C(N/N=C/c1ccc(O)cc1)c1cncc(Br)c1	12%[57.1 µM]	6%	5	-19%	-4%	26%	2%	-17%	-6%
CC(=O)Nc1ccc(Sc2ccc([N+](=O)[O-])o2)cc1	4.5µM*	15%	12	-15%	-8%	-24%	u	-1%	6%
Cc1ccc(S(=O)(=O)N(OCc2ccccc2)C(C)C(=O)O)cc1 (configuration not stated)	11%[57.1 µM]	1%	-5	26%	-7%	28%	-1%	5%[57.1 µM]	3%
CCN1C(=O)/C(=C\c2ccc(F)cc2)N=C1SCC(=O)NCc1ccco1	-2%	0%	-3	8%	1%	26%	-19%	-3%	-9%
COc1ccc(C)cc1-n1cnc2cc(C(=O)NC3CCCCCC3)ccc21	3%[57.1 µM]	15%	3	-4%	13%	11%	-17%	-5%[57.1 µM]	i
O=C(NCCc1ccccc1)c1cnc2sc(N3CCCC3)nn2c1=O	11%[57.1 µM]	21%	-6	4%	1%	-3%	4%	61%[activator][57.1 µM]	-3%
O=C(O)/C=C/C(=O)NCCc1ccc(Cl)cc1	-3%	2%	-10	12%	-3%	47%[activator]	2%	-2%	4%
O=S(=O)(Nc1cccc2cccnc12)c1ccc(S(=O)(=O)N2CCCC2)cc1	4%	-1%	-1	33%[activator]	10%	21%	-11%	2%	2%
COc1ccc(S(=O)(=O)N(C)C[C@@H]2OCc3cnnn3CCCC(=O)N([C@@H](C)CO)C[C@H]2C)cc1	x	-4%	3	-1%	x	x	u	x	-4%
COc1ccc(OC)c(NC(=O)C2CC(=O)N(CCc3ccccc3)C2)c1 (configuration not stated)	6%[57.1 µM]	-2%	2	5%	26%	1%	-14%	-4%	-6%
CCOC(=O)c1cnc2ccc(C)cc2c1Sc1ccc(F)cc1	u	7%	13	2%	9%	98%[activator]	-21%	5%[57.1 µM]	0%
CCn1c(Cc2ccccc2)nnc1SCC(=O)Nc1ccc(C)cc1	26%	3%	-2	-2%	3%	50%[activator]	-11%	-2%	x
CC1(c2ccccc2)CC(C)(C)N2C(=O)C(=O)c3cccc1c32 (configuration not stated)	-6%[57.1 µM]	9%	16	-18%	6%	-33%	-4%	3%[57.1 µM]	-2%
Fc1ccc(-[n+]2nc(Nc3ccccc3)sc2-c2ccc(OCc3ccccc3)cc2)cc1	3%	10%	1	1%	14%	12%	-15%	-3%	-2%
CCc1cc(Cn2nc(-c3ccccc3)cc2C(=O)NCc2ccccc2OC)on1	16%[57.1 µM]	1%	-5	-6%	13%	30%	-28%	-15%	i
COc1ccccc1CNC(=O)Cn1nnnc1CN(C)C(C)C	-4%	6%	2	1%	-8%	32%[activator]	-2%	-2%	7%
COc1ccc(NC(=O)CN2CCN(Cc3ccccc3)CC2)cc1	14%	17%	10	-1%	0%	16%	-7%	-2%	i
COC(=O)[C@H](CCSC)NC(=O)NCc1ccccn1	20%	-2%	2	3%	-1%	41%[activator]	-3%	0%	-3%
C=CCN(c1nc(C)cc(OC)n1)S(=O)(=O)c1ccccc1	-1%	7%	1	4%	-1%	45%[activator]	-4%	-14%	i
O=C(COC(=O)c1ccc(O)cc1)Nc1ccccc1-c1ccccc1	3%	2%	3	0%	0%	63%[activator]	-13%	-3%	-6%
COc1ccc(S(=O)(=O)NC2CC(C)(C)NC(C)(C)C2)cc1C(C)C	10%	3%	1	-6%	-6%	22%	-4%	-5%	1%
Cc1ccc(CCn2c3c(c4ccccc42)CN(C)CC3)cn1	16%	1%	-1	46%[activator]	3%	21%	-3%	0%	-9%
CCOC(=O)c1c(-c2ccccc2)csc1NC(=O)CSc1nnc(C)s1	-9%	4%	-1	1%	5%	20%	-11%	-8%	-2%
CCN(CC)CCNC(=O)c1ccc(NC(C)=O)cc1	23%[57.1 µM]	4%&-26%	-1&0&3&-3	7%&6%&5%	-1%&-11%	32%&15%	-27%&-25%	2%[57.1 µM]	-5%&-7%
Cc1nc2nc(C)c(CCC(=O)Nc3ccc4c(c3)OCO4)c(C)n2n1	17%	2%	2	-8%	-3%	18%	-1%	4%	i

Already shown: 11 of the compounds above.
SMILES	TrxR1 inh	mIDH1 inhibitor	PI4K2A block	GLS inhibitor	Pin1 inh	HP1b binding inh	USP1 inh	TrxR1 substrate	PGK inhibitor
CCc1cc(Cn2nc(-c3ccccc3)cc2C(=O)NCc2ccccc2OC)on1	16%[57.1 µM]	1%	-5	-6%	13%	30%	-28%	-15%	i
COc1ccccc1CNC(=O)Cn1nnnc1CN(C)C(C)C	-4%	6%	2	1%	-8%	32%[activator]	-2%	-2%	7%
COc1ccc(NC(=O)CN2CCN(Cc3ccccc3)CC2)cc1	14%	17%	10	-1%	0%	16%	-7%	-2%	i
COC(=O)[C@H](CCSC)NC(=O)NCc1ccccn1	20%	-2%	2	3%	-1%	41%[activator]	-3%	0%	-3%
C=CCN(c1nc(C)cc(OC)n1)S(=O)(=O)c1ccccc1	-1%	7%	1	4%	-1%	45%[activator]	-4%	-14%	i
O=C(COC(=O)c1ccc(O)cc1)Nc1ccccc1-c1ccccc1	3%	2%	3	0%	0%	63%[activator]	-13%	-3%	-6%
COc1ccc(S(=O)(=O)NC2CC(C)(C)NC(C)(C)C2)cc1C(C)C	10%	3%	1	-6%	-6%	22%	-4%	-5%	1%
Cc1ccc(CCn2c3c(c4ccccc42)CN(C)CC3)cn1	16%	1%	-1	46%[activator]	3%	21%	-3%	0%	-9%
CCOC(=O)c1c(-c2ccccc2)csc1NC(=O)CSc1nnc(C)s1	-9%	4%	-1	1%	5%	20%	-11%	-8%	-2%
CCN(CC)CCNC(=O)c1ccc(NC(C)=O)cc1	23%[57.1 µM]	4%&-26%	-1&0&3&-3	7%&6%&5%	-1%&-11%	32%&15%	-27%&-25%	2%[57.1 µM]	-5%&-7%
Cc1nc2nc(C)c(CCC(=O)Nc3ccc4c(c3)OCO4)c(C)n2n1	17%	2%	2	-8%	-3%	18%	-1%	4%	i

Screening data (PubChem BioAssay)
